Screening results as filed in PubChem.
FLuc act counter: firefly luciferase counter-screen for stimulation assays; P08659; ATPlite luciferase biochemical, luminescence, 10 min; 0 = ATP-free wells, 1 = DMSO control; activation factor at 10 µM; 200,000 tested, under 10 active;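 active = luciferase activation factor, scaled between plate controls, of at least 2 with compound at 10 µM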
Target sequence (P08659 whole entry, looked up): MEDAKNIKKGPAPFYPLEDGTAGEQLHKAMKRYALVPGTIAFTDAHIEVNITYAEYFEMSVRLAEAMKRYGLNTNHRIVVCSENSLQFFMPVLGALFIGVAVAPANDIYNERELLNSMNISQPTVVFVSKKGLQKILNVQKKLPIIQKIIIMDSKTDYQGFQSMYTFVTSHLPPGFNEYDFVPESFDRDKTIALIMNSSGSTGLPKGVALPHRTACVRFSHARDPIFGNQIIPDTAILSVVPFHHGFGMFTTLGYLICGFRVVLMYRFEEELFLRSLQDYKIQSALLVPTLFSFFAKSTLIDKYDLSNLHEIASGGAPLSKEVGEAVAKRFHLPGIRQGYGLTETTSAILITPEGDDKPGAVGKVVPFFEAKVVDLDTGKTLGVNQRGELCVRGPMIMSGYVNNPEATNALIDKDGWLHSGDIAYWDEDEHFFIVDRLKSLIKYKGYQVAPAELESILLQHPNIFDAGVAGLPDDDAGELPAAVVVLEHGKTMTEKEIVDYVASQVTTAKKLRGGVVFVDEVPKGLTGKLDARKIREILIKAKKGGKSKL
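Assay system: Luciferase/luciferin detection reagent, cell-free biochemical luciferase assay / Read-out: luciferase activation / Benchmarks: No-ATP low control, compound-free enzyme-plus-ATP high control / Medium: PBS buffer for ATP / Detection: luminescence measurement of luciferase light output / Schedule: 10 min at ambient temperature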
Efa HMGR inh: inhibitors of class II HMG-CoA reductase from Enterococcus faecalis; purified E. faecalis HMGR, NADPH absorbance 340 nm kinetic; inhibition, % at 10 µM; 190,000 tested, 0.41% active; AID 1066;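 active = inhibition above a set limit, the median over all tested compounds plus 3 SD, cut at about 9.5% in these data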;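 also: enzyme runs in reverse so mevalonate oxidation gives rising NADPH absorbance; 0% = complete reaction with DMSO and 100% = background rate lacking mevalonate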
APP 5UTR inh: APP translation inhibition; inhibition, % at 2 µM; AID 1285; 190,000 tested, 0.82% active; SH-SY5Y APP 5'UTR-luciferase reporter, luminescence;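 active = inhibition above a set limit, derived from the sample mean plus 3 SD, cut at about 45% in these data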; also: values of inactives mirror those of a sister screen read the other way
STAT1 activator: STAT1 signaling activation; NIH 3T3 STAT1-luciferase reporter, IFN-gamma, luminescence; 100% = IFN-gamma alone, no compound; activation (% of control), % at 5.5 µM; 200,000 tested, 2.6% active;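 active = activation above the screen-wide mean activation plus 3 SD, cut at about 130% in these data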;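 also: raw ratio to IFN-gamma control signal so 100% means no change and 0% no light; values of inactives mirror those of a sister screen read the other way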
Redox H2O2 prof: compounds producing H2O2 with reducing agent – biochemical, NIH compound library profiling, artefact control for MLSCN library redox annotation, primary screen; AID 878; 200,000 tested, 0.03% active; activation, % at 10 µM; DTT-dependent redox cycling H2O2, phenol red/HRP absorbance; 100% = 100 µM peroxide control, 0% = buffer;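 active = activation of at least 50% relative to the plate's high and low controls in the primary single-dose screen; inactive = activation below 50%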;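 also: compound incubated with DTT at 0.8 mM final as the reducing agent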
FLuc inh counter: Photinus pyralis luciferase inhibition counter-screen; ATPLite firefly luciferase biochemical luminescence, 10 min; 200,000 tested, 1.5% active; inhibition, % at 10 µM;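 active = inhibition above about 50% when tested at 10 µM, limit read from the data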
G6PDH CS: L. mesenteroides G6PDH inhibition counter-screen; Purified L. mesenteroides G6PDH, diaphorase/resazurin coupled fluorescence, 45 min; 200,000 tested, 0.12% active; inhibition, % at 5 µM; in the data active = inhibition above about 50%
NF-kB neuron act: raises NF-kB expression in human neuronal cells; NF-kB reporter expression; active compounds read high; fold change at 12.5 µM; 190,000 tested, 1.6% active; in the data active = fold change above about 3.3
APP 5'UTR act: activates APP 5'UTR luciferase reporter | SH-SY5Y APP 5'UTR luciferase reporter, luminescence; zero percent = DMSO vehicle wells | activation, % at 2 µM | 190,000 tested, 1% active;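 active = activation above a set limit, based on mean plus 3 SD of controls, cut at about 140% in these data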; also: values of inactives mirror those of a sister screen read the other way
Hsp70 activator: switches on Hsp70 transcription; 200,000 tested, 0.04% active; HeLa Hsp70 promoter luciferase reporter, luminescence; scaled: vehicle 0, proteasome-inhibitor control 100%; activation, % at 10 µM;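 active = activation above the mean across all tested compounds plus 3 SD, cutoff set per campaign, cut at about 5.5% in these data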;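 also: 100% = MG132 at 30 µM as the positive control and 0% = DMSO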
Starred values were filed as active, the others as inactive; x = not tested or not shown.

Sequence of screens – FLuc act counter	Efa HMGR inh	APP 5UTR inh	STAT1 activator	Redox H2O2 prof	FLuc inh counter	G6PDH CS	NF-kB neuron act	APP 5'UTR act	Hsp70 activator
CC(C)N=c1c([N+](=O)[O-])nn(C)n1O
→ 1.1	2	-28	100	-0.6	-6	6	1.1	28	-0.2
CC1CCCCN1CCNc1nc(=S)[nH]c2ccccc12 (configuration not stated)
→ 1	-6	10	99	0.7	-4	2	1.1	-10	-0.1
N#CC1=C(N)SC(N)=C(C#N)C1C1CC=CCC1 (configuration not stated)
→ 1.1	-2	0	98	0.8	-10	6	0.94	0	0.2
COc1ccc(NC(=O)CCS(=O)(=O)c2cccc3nonc23)cc1
→ 1	1	0	98	0.8	1	1	1.1	0	0.0
Cc1cccc(NC(=O)c2cc3cc([N+](=O)[O-])ccc3s2)n1
→ 1	-1	-36	105	-0.2	-1	2	1.4	35	-0.3
Cc1c(Cl)c([N+](=O)[O-])nn1CCCC(=O)Nc1sc2c(c1C#N)CCC2
→ 1	-1	8	99	-3.2	0	-36	1	-8	-0.4
O=C(NC1CCCCCCC1)c1cnccn1
→ 1.1	-3	-3	106	-0.2	-5	13	1.2	3	0.1
COc1cccc(-c2cc(=O)c3cc(NC(=O)c4ccc(Cl)cc4)ccc3[nH]2)c1
→ 1	-8	78*	93	1.1	-2	4	1.2	-78	-0.5
Cc1ccc(Nc2nc3ccccc3nc2-n2nc(C)cc2C)cc1
→ 1	-1	-16	102	0.3	-3	-9	1.6	16	-0.4
O=c1ccn([C@@H]2O[C@H](CO)[C@@H](O)[C@H]2O)c(=O)[nH]1
→ 1	-11	15	96	-0.4	-1	0	1.1	-15	0.0
C/C(CC1CC(COCC(C)C)OC1=O)=N\NC(N)=S (configuration not stated)
→ 1.1	4	9	98	-0.2	-5	-2	1.1	-9	-0.4
NS(=O)(=O)c1ccc(CCNC(=O)c2ccc([N+](=O)[O-])cc2[N+](=O)[O-])cc1
→ 1	-1	-5	94	-0.5	-5	4	1.2	5	-0.1
O=C(c1ccc(Cn2c(=O)[nH]c3ccccc3c2=O)cc1)N1CCN(c2ccccn2)CC1
→ 1.1	-2	-8	96	-0.2	-8	-29	0.8	8	-0.1
COc1cccc(CC(=O)Nc2nc3c(s2)C(=O)CC(C)(C)C3)c1
→ 1	-4	-11	93	-0.4	-1	1	1.4	11	-0.2
COc1cccc(-c2nnc(Nc3nc4c(F)cccc4s3)o2)c1
→ 0.1	-3	-49	104	10.0	88*	13	2.3	49	-0.1
C/C=C/C(=O)N1c2ccccc2C(C)=CC1(C)C
→ 1.1	1	6	95	-0.2	-9	5	1.1	-6	-0.2
O=C(CCCn1c(=O)[nH]c2ccccc2c1=O)Nc1ccc(F)cc1
→ 1	-2	1	102	-0.5	-2	10	1.2	-1	0.3
NC(N)=NC(N)=Nc1ccc2ccccc2c1
→ 1	-3	6	102	-0.9	-3	9	1.2	-6	-0.2
O=C(Nc1ccc(N2CCCCC2)cc1)C(Cl)c1ccccc1 (configuration not stated)
→ 0.7	-5	-61	122	-1.0	30	11	1.3	61	-0.2
COc1ccc(CSc2nc3ccccc3c(=O)n2CCCN2CCOCC2)cc1F
→ 1	-4	19	92	-2.0	-2	0	1.1	-19	-0.1
O=C(c1cnn2c(C(F)(F)F)cc(-c3cccs3)nc12)N1CCN(C(c2ccccc2)c2ccccc2)CC1
→ 1	-3	8	102	2.2	-2	-4	0.35	-8	0.1
Cc1ccc(-n2cc3c(=O)n(C)c(=O)n(C)c3c2)cc1C
→ 0.9	-7	-16	118	0.3	5	-4	1.7	16	0.4
Cc1ccc(NC(=O)c2ccccn2)c(Br)c1
→ 0.5	-4	-153	152*	0.5	49	13	6.9*	153*	0.0
O=C(CSc1nc2ccccc2c(=O)n1Cc1ccc(Cl)cc1)NCc1cccs1
→ 1	0	6	107	0.6	0	18	0.83	-6	-0.2
COc1ccc(CNC(=O)C2COc3ccccc3O2)c(OC)c1 (configuration not stated)
→ 1	0	-6	112	1.5	0	4	2.1	7	-0.1
O=S(=O)(Cc1ccccc1)NCc1ccccn1
→ 1	-6	10	101	1.1	-2	3	1	-10	-0.1
CCN(Cc1cc2cc(C)ccc2[nH]c1=O)S(=O)(=O)c1ccccc1
→ 1.1	-9	3	91	2.6	-9	-2	1.4	-3	-0.1
COc1ccc2[nH]c(=O)c(CN(C(=O)c3cccnc3)c3ccccc3)cc2c1
→ 1	2	20	107	0.6	-4	2	0.97	-19	-0.2
CCCCOc1ccc(/C(O)=C2/C(=O)C(=O)N(CCCOC)C2c2ccncc2)cc1 (configuration not stated)
→ 1	1	-7	92	-0.8	-3	9	1.2	7	-0.3
Oc1ccc(-c2nnc(SCC3CCCCC3)o2)cc1
→ 0.7	0	-111	119	0.7	30	8	4.9*	111	-0.4
Cc1cc(NC(=O)Cn2nc3c(cc2=O)CCCC3)ccc1Br
→ 1.1	3	4	98	1.7	-10	13	0.86	-4	-0.3
CC(C)c1ccccc1OCCCCCNCCO
→ 1	-4	-10	97	1.6	-2	8	1.1	11	0.4
CC(C)(C)c1n[nH]c2c1CCCC2
→ 1.1	0	-8	96	-0.4	-7	0	1.3	8	-0.3
CCc1c(C)sc(NC(=O)c2cc(-c3cc(OC)ccc3OC)on2)c1C#N
→ 1	-4	-7	103	-0.2	-3	2	0.96	7	0.1
COc1cc(C2C(C#N)=C(N)Oc3cc(N)ccc32)cc(OC)c1OC (configuration not stated)
→ 1	-1	95*	109	2.6	1	8	3.7*	-95	-0.3
O=C(CN(C1CCCCC1)S(=O)(=O)c1ccc(Cl)cc1)NCc1cccnc1
→ 1	1	-6	96	0.2	-1	10	0.74	6	0.0
Cc1ccc(N2CCN(S(=O)(=O)N(C)C)CC2)cc1C
→ 1	-1	-15	102	0.1	1	15	1.1	15	-0.1
COC(=O)c1ccc(CSc2nc3ccccc3c(=O)n2-c2cccc(OC)c2)o1
→ 1	-1	-9	95	-2.0	-3	10	0.66	9	-0.1
Clc1ccc(CNc2ccc(CNc3ncn[nH]3)cc2)cc1
→ 1.1	-4	-28	106	-0.2	-8	7	1.4	28	-0.3
NC(N)=N/N=C/c1ccc(OCc2ccccc2)cc1
→ 1	-2	-52	87	1.6	-2	2	1.7	52	0.2
COc1cccc(NC(=O)c2cn(C)c(=O)c3cc(OC)c(OC)cc23)c1
→ 1.1	-6	10	95	-5.7	-8	6	0.7	-10	-0.4
CCC1CCCCN1C(=S)Nc1ccc(C(C)=O)cc1 (configuration not stated)
→ 1	-4	2	92	0.0	-3	17	1.2	-2	-0.3
CCOC(=O)C1CCN(Cc2ccc(OC)c(C)c2OC)CC1
→ 1.1	-4	12	99	0.3	-12	19	0.99	-12	-0.4
O=C(CN1CCN(S(=O)(=O)c2ccc3ccccc3c2)CC1)Nc1ccc2c(c1)CCC2
→ 1	-2	2	110	1.8	1	-3	0.9	-2	0.0
CCOc1ccc(CCNC(=O)COC(=O)c2nc3nc(C)cc(C)n3n2)cc1OCC
→ 1	1	-5	97	0.4	-1	8	1	5	-0.3

Just FLuc act counter, for some of the entries so far:
SMILES | FLuc act counter
Clc1ccc(CNc2ccc(CNc3ncn[nH]3)cc2)cc1 | 1.1
NC(N)=N/N=C/c1ccc(OCc2ccccc2)cc1 | 1

Next structures
Sequence of screens – FLuc act counter	Efa HMGR inh	APP 5UTR inh	STAT1 activator	Redox H2O2 prof	FLuc inh counter	G6PDH CS	NF-kB neuron act	APP 5'UTR act	Hsp70 activator
COC(=O)CCC(=O)c1oc2ccccc2c1N
→ 0.9	3	-4	109	-5.5	11	5	1.5	4	-0.1
O=C(O)CSc1ccc(Oc2ccc(SCC(=O)O)cc2)cc1
→ 1.1	0	-24	96	-0.5	-6	4	1.2	24	-0.1
COc1ccc(OC)c(NC(=O)CCC(=O)N(Cc2ccc(OC)c(OC)c2)c2nccs2)c1
→ 1	1	9	83	-0.8	-3	24	1.1	-9	-0.2
Cc1cc(C)c2c(=O)[nH]c(SCc3ccccc3)nc2n1
→ 1	3	16	97	-0.5	4	3	0.99	-16	0.1
Cc1nnc(-n2cnc3ccccc32)c2ccccc12
→ 1.1	-6	5	102	1.8	-6	-7	1.2	-5	-0.4
CN(C)c1ccc(NC(=O)c2ccncc2)c2ccccc12
→ 1.1	-3	-13	101	8.4	-6	-3	0.94	13	-0.2
O=CNc1ccccc1Oc1ccccc1
→ 1	-1	-10	101	-1.2	-4	-11	1	10	-0.5
Cc1nonc1NC(=O)CSc1ccc(-c2ccccc2)nn1
→ 1	-1	4	97	0.8	4	5	1.1	-3	0.6
N#Cc1c(N)nc(SCC(=O)C23CC4CC(CC(C4)C2)C3)c(C#N)c1-c1ccc(Cl)cc1
→ 1.1	-5	-14	99	0.6	-6	3	0.86	14	-0.2
CC(=O)NNC(=S)NC(=O)c1ccc(C)cc1
→ 0.9	-2	7	102	-0.1	6	4	0.97	-7	0.3
COc1cc(NC(=S)N2CCCCC2C)c(OC)cc1Cl (configuration not stated)
→ 1	-2	-8	104	1.7	-2	13	x	8	0.2
CCOc1ccccc1N1CC(C(=O)Nc2ccc3c(c2)OCCO3)CC1=O (configuration not stated)
→ 1	12*	-9	96	-2.0	-2	3	1.4	9	-0.2
COCCNC(=O)c1ccc2c(c1)NC(=O)CS2
→ 1	-6	7	102	2.1	-1	5	1.1	-7	-0.1
CCOc1ccc(/C=N/NC(=O)Cc2csc(Nc3cccc(C(F)(F)F)c3)n2)cc1
→ 1	1	2	109	0.1	-4	4	1	-2	-0.2
COc1cccc2cc(C(N)=O)/c(=N/NC(=O)COc3ccc(Cl)cc3)oc12
→ 1	-1	-16	99	0.5	1	-31	1.1	16	-0.2
CCOC(=O)c1c2c3c(c(Cl)ccc3[nH]c1=O)C(=O)c1ccccc1-2
→ 1.1	-2	-3	92	-0.4	-5	13	1.1	3	0.0
O=C(c1ccncc1)N1CCN(C(=O)c2ccco2)CC1
→ 1	-4	1	102	-3.7	-4	-6	1.1	-1	-0.2
CC(=O)c1cccc(NC(=O)COC(=O)c2ccc3c(c2)OCCO3)c1
→ 1	-2	-5	104	-0.8	-2	-3	1.1	5	-0.3
c1ccc(OCCCc2nc(-c3ccccn3)no2)cc1
→ 1	-5	-43	114	2.5	4	14	1.6	43	0.6
CCOc1ccc(C(Nc2cccnc2)c2cc(Cl)c3cccnc3c2O)cc1 (configuration not stated)
→ 1	0	8	92	-1.2	-2	28	1.3	-8	-0.5
COc1ccc(/C=C2\SC(=O)N(CCNC(=O)CCS(=O)(=O)c3ccc(C)cc3)C2=O)cc1
→ 0.8	-5	-53	131*	0.5	23	10	2.8	53	-0.1
O=c1oc(-c2cccc(S(=O)(=O)N3CCOCC3)c2)nc2ccccc12
→ 1	5	-1	74	-0.6	-1	9	0.86	1	0.3
Cn1c(=O)c2c(nc(Br)n2Cc2ccccc2Cl)n(C)c1=O
→ 1	5	4	95	-0.9	-4	5	1	-4	-0.3
Cc1ccc(SCc2nc(N)nc(Nc3ccccc3C)n2)c(C)c1
→ 1	-3	8	100	1.3	2	11	1.1	-8	-0.3
CCN1C(=O)C(O)(C2COC(C)(C)CC2=O)c2cc(Br)ccc21 (configuration not stated)
→ 1	-2	5	101	14	-2	4	2.6	-5	-0.1

No enrichment for hits. Share with any hit: about 5.3%.
